PAFAH1B3 inh = blocks human PAF acetylhydrolase 1B catalytic subunit 3 | Q15102 | inhibition, % at 3.39 µM | 340,000 tested, 0.28% active | recombinant PAFAH1B3, FP-rhodamine probe, fluorescence polarization;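 active = inhibition above the screen-wide average of all tested compounds plus 3 SD, cut at about 25% in these data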;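 note: 0% = enzyme with DMSO only and 100% = wells lacking PAFAH1B3 protein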
Target sequence (Q15102 whole entry, looked up): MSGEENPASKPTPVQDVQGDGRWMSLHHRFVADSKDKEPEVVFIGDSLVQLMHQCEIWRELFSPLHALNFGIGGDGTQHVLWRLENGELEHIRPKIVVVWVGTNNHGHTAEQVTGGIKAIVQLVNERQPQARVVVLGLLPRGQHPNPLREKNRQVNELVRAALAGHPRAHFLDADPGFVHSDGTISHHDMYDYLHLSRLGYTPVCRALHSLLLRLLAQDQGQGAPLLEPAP
PAFAH2 inh = PAFAH2 (human) inhibition. recombinant PAFAH2, FP-rhodamine activity probe, fluorescence polarization. inhibition, % at 3.39 µM. 340,000 tested, 0.99% active. Q99487;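 active = inhibition above the mean over all tested compounds plus 3 SD, cut at about 30% in these data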;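 note: inhibitors block probe labeling of enzyme so polarization drops; 0% = enzyme with DMSO and 100% = wells lacking PAFAH2 protein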
* hit, by the source's call. Not all compounds are listed. The share of hits here may be higher or lower than overall.

Results follow in this order: PAFAH1B3 inh | PAFAH2 inh
O=C(c1ccccc1Cl)N1CCN(C(=O)C2CCCO2)CC1 (configuration not stated)
 : -10 | -1
Nc1ccc2c3c(cccc13)-c1ccccc1-2
 : 8 | 1
CC(C)Cc1nnc(NC(=O)c2ccc(S(=O)(=O)N3CCCC3)cc2)s1
 : 1 | 5
Cc1ccc(SC[C@H](c2ccccc2)N2CCN(C)CCC2=O)cc1
 : 4 | 0
CC(=O)N[C@@H](C)C(=O)OC(C)C(=O)Nc1cccc([N+](=O)[O-])c1 (some centres not stated)
 : 12 | 1
CCOc1ccc2c(c1)c1nc3ccccc3nc1n2C
 : 12 | -3
CCCCN(C(=O)c1ccc(S(=O)(=O)N(C)c2ccccc2)cc1)c1c(N)n(CCC)c(=O)[nH]c1=O
 : 10 | 3
CCC(=O)Nc1cc2c(cc1Cl)-c1ccccc1C2
 : -3 | 2
Cc1ccsc1C(=O)Nc1cc(Cl)ccc1-n1cncn1
 : 2 | 2
CC(=O)c1ccccc1NC(=O)CSCc1nc2sc(C)c(C)c2c(=O)[nH]1
 : 0 | 3
CCN(C(=O)COC(=O)c1cccc2ccccc12)c1c(N)n(Cc2ccccc2)c(=O)[nH]c1=O
 : 2 | -2
CCOc1cc(C(=O)Nc2ccc(C(=O)NCCN(CC)CC)cc2)ccc1OCC(=O)N1CCOCC1
 : 4 | 0
CN(CC(=O)O)c1ccc(C(F)(F)F)cc1[N+](=O)[O-]
 : -1 | -2
c1ccc(CCNc2ccnc3cc4ccccc4cc23)cc1
 : 2 | 5
COc1cccc(CNc2nc3ccccc3n2C(C)C)c1O
 : 6 | 9
COC(=O)Cc1c(C)c2ccc(OC3CCCCC3=O)cc2oc1=O (configuration not stated)
 : 2 | -3
CC(=O)Nc1ccc(-c2csc(NC(=O)Nc3ccccc3)n2)cc1
 : 14 | -15
Cc1ccc(-c2cc(C(F)(F)F)n3ncc(C(=O)O)c3n2)cc1
 : 0 | 4
CN(Cc1ccco1)C(=O)CSc1nc(C2CC2)n(-c2ccccc2)n1
 : -6 | -2
Cc1ccc(-c2nc(C)sc2CC(=O)NCc2ccco2)cc1
 : -5 | 2
COC(=O)c1ccc(CNC(=O)Cn2cnnn2)cc1
 : 2 | -6
COc1cc2cc(c1Cl)N(C)C(=O)CC(OC(=O)C(C)N(C)C(C)=O)C1(C)OC1C(C)C1CC(O)(NC(=O)O1)C(OC)C=CC=C(C)C2 (configuration not stated)
 : -8 | -1
CCCCn1cnc2c(SCc3ccccn3)nc(N)nc21
 : 6 | 5
COc1ccc(CCCC(=O)NCCc2ccccc2)cc1
 : 5 | 4
CN(Cc1cccc(F)c1)C(=O)C(c1ccccc1)c1ccccc1
 : 4 | 2
O=c1[nH]c(=S)c2[nH]c(=S)n(-c3ccccc3)c2[nH]1
 : 4 | 6
CCN1CCN(c2ccc(S(=O)(=O)N3CCCCC3)cc2NC(=O)/C=C/c2ccc(Cl)cc2)CC1
 : -1 | 0
CCOc1ccccc1C(=O)N(C)CC(=O)Nc1ccc(OC)cc1
 : 0 | 6
COc1cc2c(cc1OC)C(c1ccc([N+](=O)[O-])cc1)N(C(C)=O)CC2 (configuration not stated)
 : 3 | 1
COC(=O)/C=C\C(C#N)(C#N)N=Cc1ccc(OC)cc1
 : 9 | -6
Cc1ccc(C)c(N2N=C(C(=O)OCc3nnc(-c4cccs4)o3)CCC2=O)c1
 : 3 | 11
COc1ccc(OC)c(NC(=O)c2cc(-c3cc(C)ccc3O)n[nH]2)c1
 : 5 | -9
COc1ccccc1OCc1nnc(SCC(=O)N2CCCCC2)o1
 : 6 | -2
CCOC(=O)c1sc(=S)[nH]c1C
 : 2 | -7
COCC(=O)N(C)[C@H]1C[C@H]2c3cc(N4CCN(C)CC4)ccc3CCN2C(=O)[C@H]1[C@H](C)O
 : 2 | -2
CCCCn1c(N)c(N(Cc2ccccc2OC)C(=O)CSCC(=O)Nc2ccc(C)cc2)c(=O)[nH]c1=O
 : 7 | -1
COC(=O)c1ccc(NC(=O)C[n+]2ccccc2C)cc1
 : 1 | 4
OCC1OC(n2cnc3c(NCc4ccco4)ncnc32)C(O)C1O (configuration not stated)
 : 1 | 3
COCCCNc1ncnc2c1nc1n2CCCC1
 : 14 | -1
Cc1ccc(S(=O)(=O)N(C)CC(=O)N2CCN(Cc3ccccc3)CC2)cc1
 : 1 | 1
COc1cc2cc(NC(C)=O)cc(NCc3ccccc3)c2cc1OC
 : 11 | -2
O=C1NC2(c3ccccc3)NC(=O)NC2(c2ccccc2)N1 (configuration not stated)
 : 9 | -4
COc1ccc(S(=O)(=O)N2CCOCC2)cc1NC(=O)COC(=O)CCS(=O)(=O)c1ccc(C)cc1
 : 9 | -2
O=c1c2ccccc2nc(/C=C/c2cccnc2)n1Cc1ccccc1
 : 4 | 6
O=C(O)c1cc(O)ccc1O
 : 7 | 3
CCn1cc(C(=O)N[C@@H](C)C(=O)NCCCO)c(=O)c2cc3c(cc21)OCO3
 : -7 | 1
Cc1cc(=O)oc2cc(OCC(=O)Nc3c(C)n(C)n(-c4ccccc4)c3=O)c(Cl)cc12
 : 1 | -1
CC(=O)Oc1ccc(Cl)cc1CN(C(C)=O)C1CCCCC1
 : 11 | 3
Cc1ccc(/C=C2/CNC/C(=C/c3ccc(C)cc3)C2=O)cc1
 : -2 | 3
CC(C)n1cnc2c(oc3ccccc32)c1=O
 : 12 | -4
O=C1c2cccc3c([N+](=O)[O-])ccc(c23)C(=O)N1CC1CCCO1 (configuration not stated)
 : 23 | -1
Cc1cn(CC(=O)NCc2ccc3c(c2)OCO3)c(=O)[nH]c1=O
 : -1 | -6
Nc1nc(SCC(=O)c2ccc(Cl)cc2)c2ncn(C3OC(CO)C(O)C3O)c2n1 (configuration not stated)
 : 3 | -5
Cc1ccc(-c2csc(C(C#N)=C(O)CN3CCN(C(=O)c4ccco4)CC3)n2)cc1
 : 1 | 10
Cc1ccc(-c2nc3ncccc3o2)cc1NC(=O)c1ccc2c(c1)OCO2
 : 12 | 10
CC(C)CN(C(=O)COC(=O)CSc1ccc(Br)cc1)C1CCS(=O)(=O)C1 (configuration not stated)
 : -5 | -1
CC1=CC(=O)[C@@H](OC(=O)Nc2ccc(C)cc2)[C@@H](c2ccccc2Br)N1C
 : -3 | 4
O=c1c2c3nc4ccccc4nc3n(CCN3CCOCC3)c2ncn1CCN1CCOCC1
 : 3 | 4
CCC(C)[C@@H](NC(=O)OC(C)(C)C)c1nnc(S(=O)(=O)Cc2cccc(C)c2)o1 (some centres not stated)
 : 6 | 6
Cn1c(=S)c2[nH]c(SCCN)nc2n(C)c1=O
 : 4 | -4

Further structures follow:
Results follow in this order: PAFAH1B3 inh | PAFAH2 inh
O=C(C=Cc1cccs1)c1ccccc1
 : 6 | 5
O=C(COC(=O)c1ccc(Cl)nc1)Nc1ccc2ccccc2c1
 : 2 | 26
COc1ccc(OC)c(S(=O)(=O)NCC(=O)NC2CCCc3ccccc32)c1 (configuration not stated)
 : 6 | 8
Cc1cc(C)n(S(=O)(=O)c2cccc([N+](=O)[O-])c2)n1
 : 1 | -5
OCCNCc1cccc(-c2ccccc2)c1O
 : 6 | -6
O=S1(=O)CCN(c2ccccc2CC(c2c[nH]c3ccccc23)c2c[nH]c3ccccc23)CC1
 : 8 | 8
CCc1cccc(CC)c1NC(=O)c1cccc(S(=O)(=O)N2CCN(C)CC2)c1
 : 9 | -1
CCN1C(C)=CC(=O)[C@@H](O)[C@H]1c1ccccc1Br
 : 7 | -2
Cc1ccc(C(=O)Nc2nc(=O)n(C(=O)c3ccccc3Cl)s2)cc1
 : 5 | -4
O=C1CCCC2=C1CC(C(=O)OCc1ccccc1)C(=O)N2Cc1ccccc1 (configuration not stated)
 : 7 | 18
CCOc1ccccc1C=C1SC(=S)NC1=O
 : 6 | 8
CN1C[C@@H]2[C@@H]3C(=O)N(Cc4ccccc4)C(=O)[C@@H]3[C@](C)(C1=O)N2C(=O)c1ccc(Br)cc1
 : 4 | -2
CCOc1ccc(CCNC(=O)COC(=O)c2cccc(S(=O)(=O)N(C)C)c2)cc1OCC
 : 10 | 2
CCNC(=O)CSc1nnc(-c2cccc(S(=O)(=O)N3CCOCC3)c2)o1
 : 0 | 1
Cc1cc(C)n(-c2ccc(C(=O)N3CCN(S(=O)(=O)c4cccc(Br)c4)CC3)cc2)n1
 : 9 | 1
O=C(O)c1ccccc1-c1ccccc1C(=O)Nc1ccc2c(c1)C(=O)c1ccccc1-2
 : 16 | 0
CN(Cc1cccnc1)C(=O)c1cc(S(=O)(=O)Nc2ccccc2F)ccc1Cl
 : 3 | -1
COc1ccccc1CCNC(=O)c1cc(-c2ccncc2)nc2ccc(Br)cc12
 : 3 | 3
COc1cccc(OCc2nn3c(=O)c(-c4ccccc4)nnc3s2)c1
 : 6 | -1
COc1ccc(C(=O)N2CCN(S(=O)(=O)c3ccc(C)cc3C)CC2)cc1S(=O)(=O)N1CCOCC1
 : 5 | 4
CN1CCN(C(=O)c2ccc(NS(=O)(=O)c3cccc([N+](=O)[O-])c3)cc2)CC1
 : 8 | 14
CCCCCCn1cnc2c(c1=O)c1nc3ccccc3nc1n2/N=C/c1ccco1
 : 1 | -3
CC(C)(C)N=C(NS(=O)(=O)c1cccs1)c1ccccc1
 : 1 | -5
COC1=C/C(=C/c2c(N)n3nc(-c4ccc(C)cc4)sc3nc2=O)C=CC1=O
 : 18 | 13
C/C(=N\NC(=O)Cc1ccc(Cl)c(Cl)c1)c1cccnc1
 : 6 | -5
Cc1ccc(NC(=O)OC(C)N2CCCCC2)cc1NC(=O)OC(C)N1CCCCC1 (configuration not stated)
 : 16 | 11
COc1cc2c(O)cc(C(=O)O)c(-c3cc(OC)c(OC)c(OC)c3)c2cc1OC
 : 5 | 4
O=C(Nc1ccc(Cl)cc1)OCCN1CCOCC1
 : 1 | 1
CN1CCN(C(=O)/C=C/c2ccc([N+](=O)[O-])o2)CC1
 : 13 | -1
CC(C)NC(=O)c1ccc2c(c1)N(CC(=O)NC1CCCCC1)C(=O)C(C)(C)O2
 : 3 | -6
CN(C)C(CNC(=O)C1CCN(S(=O)(=O)c2cc(Cl)ccc2Cl)CC1)Cc1ccccc1 (configuration not stated)
 : 8 | 7
O=C1C2CC3N1CCC31c3ccccc3-n3c1c2ccc3=O (configuration not stated)
 : 7 | -7
Cc1ccccc1C(=O)c1ccccc1C(=O)c1ccccc1
 : 1 | 4
CCc1sc(C(=O)Nc2ncccc2O)cc1C
 : 4 | 30*
Cc1nc2ccccc2n1CCOc1ccc(F)cc1
 : 5 | 0
COc1ccc(CN2CCC(n3nccc3NC(=O)CCc3ccccc3)CC2)c(C)c1C
 : 9 | -3
CCOC(=O)c1c(N2CCN(c3ccccc3)CC2)cc(C)nc1C
 : 6 | 2
CC(=O)C1(O)C(C)CC2C3CC(F)C4(O)CC(O)CCC4(C)C3CCC21C (configuration not stated)
 : 10 | -1
O=S(OCCN1CCOCC1)C(c1ccccc1)c1ccccc1 (configuration not stated)
 : 9 | 1
O=C(COC(=O)COc1ccc(Cl)cc1)NC1CCCCCC1
 : 5 | -3

3 structures already listed, arranged by molecular weight, smallest number first:
Results follow in this order: PAFAH1B3 inh | PAFAH2 inh
CCN1C(C)=CC(=O)[C@@H](O)[C@H]1c1ccccc1Br
 : 7 | -2
O=c1c2ccccc2nc(/C=C/c2cccnc2)n1Cc1ccccc1
 : 4 | 6
OCC1OC(n2cnc3c(NCc4ccco4)ncnc32)C(O)C1O (configuration not stated)
 : 1 | 3

(list continues)
Results follow in this order: PAFAH1B3 inh | PAFAH2 inh
CCN(CC)CCNC(=O)c1ccc(NC(=O)/C=C/c2ccc3ccccc3n2)cc1
 : -1 | -3
Cc1ccc2nc(CNC(=O)C3CCC(=O)N(Cc4ccccc4F)C3)cn2c1 (configuration not stated)
 : 5 | -6
O=C(C=Cc1ccco1)N1CCOCC1
 : 4 | 6
O=C(CSCc1cnn(-c2ccccc2)c1-n1cccc1)NCc1ccc2c(c1)OCO2
 : 4 | 3
O=c1c2ccccc2sc2ccccc12
 : 4 | 4
Oc1c(Cl)cc(Cl)c2cccnc12
 : 5 | -2
O=C(CCCCC(=O)Sc1ccccc1)Sc1ccccc1
 : -8 | 3
C/C(=N\OCC(=O)OC(C)C(=O)Nc1ccc(C)c(S(=O)(=O)N2CCOCC2)c1)c1ccc2c(c1)OCO2 (configuration not stated)
 : -3 | -2
Cc1ccc2[nH]c(C)c(/C=C/c3cc[n+](C)cc3)c2c1
 : 6 | 2
O=C1CN(C(=O)COC(=O)c2ccc(Cl)cc2)c2ccccc2N1
 : 3 | -1
Cc1ccc2nc3c(cc(C(=O)NCc4ccccc4)c(=N)n3CCCn3ccnc3)c(=O)n2c1
 : 11 | -3
Cc1ccccc1Nc1sc(C(=O)Nc2cccc(Cl)c2)c(N)c1C(N)=O
 : 0 | -1
Cc1ccc(S(=O)(=O)N2CCOCC(=O)NCCOCCNC(=O)COCC2)cc1
 : 9 | 1
COC(=O)C1(NC(=O)CNC(=O)OCc2ccccc2)CCCC1
 : -5 | -3
Cc1c(N)cc(S(=O)(=O)O)cc1NC(=O)c1cccc([N+](=O)[O-])c1
 : 6 | 2
C/C(=N\NC(=O)c1ccc(Br)o1)c1cc2c(cc1NC(=O)CCC(=O)O)OCO2
 : 3 | -3
CN(CCc1ccccc1)C(=O)c1cccc(NC(=O)Cc2cccc(NC(=O)C3CCCN(C(=O)C4CCCCC4)C3)c2)c1 (configuration not stated)
 : 1 | -10
CCCN(CCC)c1nc2c(C)cccn2c(=O)c1/C=C1/SC(=S)N(Cc2ccco2)C1=O
 : -22 | -4
COc1cc2cc(C(=O)N(C)Cc3ccccc3)[nH]c2cc1OC
 : 2 | -8
CC(NS(=O)(=O)c1ccc(Cl)cc1)C(=O)OCC(=O)Nc1ccc(N(C)C)cc1 (configuration not stated)
 : 1 | -2
Nc1ccc(CSc2ccccc2)cc1
 : 7 | 9
Cn1[nH]cc(C=NC(N)=O)c1=O
 : 17 | -1
COc1ccccc1NC(=O)c1ccc2c(c1)C(=O)N(Cc1ccco1)C2=O
 : 6 | -1
CCC1C(c2ccccc2)=CCC(C(=O)O)C1C (configuration not stated)
 : 2 | 16
CN(C)/C=N/C1=C(C#N)C(c2cccs2)c2ccc3ccccc3c2O1 (configuration not stated)
 : 3 | 4

Screening results from PubChem.
